Screens from PubChem.
CXXC DNA block: blocks binding of human MLL CXXC domain to DNA | Q03164 | 290,000 compounds, 0.037% hits | Potency, µM (series often up to 115 µM), for inactives: top-dose activity change, negative = inhibition, usual class: inhibitors | MLL-CXXC / FITC-HOXA9 DNA fluorescence polarization; active means well fitted inhibition curve with a large enough effect in the polarisation, with a control signal flat, not every such curve was filed as active; inconclusive means small, poorly fitted or top-dose-only effect, or effect the other way, or a change in a side signal; inactive means no such curve, though single readings can be large or run the other way; the % refers to the polarisation
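Fluorescence polarization: 7 uM MLL-CXXC (stock) preincubated 5 min with compounds, then 50 nM fluorescein-HOX-A9 DNA (stock) added; 30 min ambient. Buffer 50 mM Tris-HCl pH 7.5, 50 mM NaCl, 1 mM DTT, 0.05% BSA.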
uPA generation: inhibitors of cell surface uPA generation; cell surface uPA generation assay, qHTS; Potency, µM (highest dose often 38.3 µM), for the others: top-dose activity change, negative = inhibition, usual class: inhibitors; 330,000 compounds, 0.31% hits; AID 540303; active means well fitted inhibition curve with a large enough effect; inconclusive means small, poorly fitted or top-dose-only effect; inactive means no such curve, though single readings can be large or run the other way; tested in mouse RAW 264.7 cells; further: on the % scale 0 is the no-effect control and ±100 the full control effect; nearly all actives have a fitted effect of over 55% in size
MBNL1-CUG inh: blocks human MBNL1 binding to CUG repeat RNA; TR-FRET MBNL1-His/biotin-(CUG)12 binding, 665/545 ratio; Q9NR56; 280,000 compounds, 0.036% hits; Potency, µM (series often up to 57.5 µM), for inactives: at the highest dose activity change, negative = inhibition, hits mostly inhibitors; active means well fitted inhibition curve with a large enough effect in the signal ratio, with a control signal flat, not every such curve was filed as active; inconclusive means small, poorly fitted or top-dose-only effect, or effect the other way, or a change in a side signal; inactive means no such curve, though single readings can be large or run the other way; the % refers to the signal ratio; further: on the % scale 0 is the no-effect control and ±100 the full control effect
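Inhibition of protein-RNA binding appears as loss of TR-FRET between terbium anti-His antibody on MBNL1-His and streptavidin-XL665 on biotin-(CUG)12. Activity is normalized to buffer-only and uninhibited-complex controls.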
ELG1 genotoxic: induces genotoxicity in HEK293T cells with luciferase-tagged ELG1; AID 504466; Potency, µM (highest dose often 46 µM), for inactives: at the top dose activity change, positive = activation, hits mostly activators; 330,000 compounds, 1.3% hits; HEK293T ELG1-luciferase reporter, luminescence, 16 h; further: % of control where 0% means no effect; nearly all actives have a fitted effect of over 60% in size
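16 hr compound incubation (37 °C, 5% CO2) of HEK293T cells carrying luciferase-tagged ELG1; luciferase then measured by ONE-Glo luminescence after 30 min at RT.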
FLuc counter: inhibits or activates purified firefly luciferase, miR-21 counter-screen; P08659; purified FLuc, Km substrates, luminescence inhibition; Potency, µM (top dose mostly 57.5 µM), for the others: at the highest dose activity change, negative = inhibition, actives largely listed as inhibitors; 360,000 compounds, 6.9% hits; AID 588342;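 further: plate controls were vehicle for no effect and reference inhibitor for full effect; nearly all actives have a fitted effect of over 55% in size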
Target sequence (P08659 whole entry, looked up): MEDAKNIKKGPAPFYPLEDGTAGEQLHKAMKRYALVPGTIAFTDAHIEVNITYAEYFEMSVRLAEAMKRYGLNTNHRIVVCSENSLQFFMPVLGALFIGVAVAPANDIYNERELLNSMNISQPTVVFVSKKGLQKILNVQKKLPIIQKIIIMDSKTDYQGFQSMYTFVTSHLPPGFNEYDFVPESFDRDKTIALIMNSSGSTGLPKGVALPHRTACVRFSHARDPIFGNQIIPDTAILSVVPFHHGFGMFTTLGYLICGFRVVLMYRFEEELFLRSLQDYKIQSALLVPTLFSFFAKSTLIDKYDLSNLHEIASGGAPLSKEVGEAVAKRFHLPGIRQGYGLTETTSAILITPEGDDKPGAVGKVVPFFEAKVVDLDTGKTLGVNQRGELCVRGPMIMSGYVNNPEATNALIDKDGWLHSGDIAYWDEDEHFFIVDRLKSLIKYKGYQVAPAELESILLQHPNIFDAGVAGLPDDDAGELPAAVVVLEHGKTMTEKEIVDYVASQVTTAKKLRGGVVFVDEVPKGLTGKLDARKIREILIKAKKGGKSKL
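Purified P. pyralis luciferase, 10 nM final, with Km-level 10 uM D-luciferin and 10 uM ATP in 50 mM Tris acetate pH 7.5, 10 mM Mg acetate, 0.01% Tween-20, 0.05% BSA; 6-point qHTS titration about 60 µM downward; luminescence read.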
RORg inh: ROR gamma (mouse) transcription inhibition | Potency, µM (titrated, usually from 53.6 µM), for inactives: at the top dose activity change, negative = inhibition, most hits filed as inhibitors | P51450 | 310,000 compounds, 5.4% hits | Drosophila S2 Gal4-RORgamma UAS-luciferase reporter, 20 h; further: on the % scale 0 is the no-effect control and ±100 the full control effect; nearly all actives have a fitted effect of over 60% in size
Target sequence (P51450 whole entry, looked up, the tested form may be a part): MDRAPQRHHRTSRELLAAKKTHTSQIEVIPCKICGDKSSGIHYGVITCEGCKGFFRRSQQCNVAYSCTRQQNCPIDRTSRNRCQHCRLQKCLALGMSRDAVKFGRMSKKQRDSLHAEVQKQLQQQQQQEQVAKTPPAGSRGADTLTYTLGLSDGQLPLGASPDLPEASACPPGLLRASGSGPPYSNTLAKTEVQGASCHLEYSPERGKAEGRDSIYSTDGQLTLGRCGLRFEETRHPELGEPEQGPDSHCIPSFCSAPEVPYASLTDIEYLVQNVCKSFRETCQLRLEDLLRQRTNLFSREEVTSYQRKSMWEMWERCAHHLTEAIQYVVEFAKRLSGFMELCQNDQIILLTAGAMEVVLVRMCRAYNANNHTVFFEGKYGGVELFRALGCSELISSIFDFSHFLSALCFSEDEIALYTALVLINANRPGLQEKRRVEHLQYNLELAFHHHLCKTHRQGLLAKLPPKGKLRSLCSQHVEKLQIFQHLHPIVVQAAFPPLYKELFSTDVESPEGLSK
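Read-out: Photinus luciferase luminescence; inhibitors lower reporter signal. Insect Schneider cells with Gal4-ROR gamma fusion under metallothionein promoter, UAS reporter; 700 uM final copper sulfate induction, 20 hr, ambient temperature.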
BRCA1 expr act: activators of BRCA1 expression. MCF7-BRCA1-FFLuc reporter, luminescence, 48 h; response scale: scaled: vehicle 0%, 10 µM genistein 100%. Potency, µM (titrated, usually from 46.1 µM), for the others: at the highest dose activation, hits mostly activators. 380,000 compounds, 1.1% hits. AID 624202; further: nearly all actives have a fitted effect of over 80% in size; some results filed as inactive show a strong effect at the top dose
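MCF7-BRCA1-FFLuc, 2000 cells/well; 2 h attach, 37 °C/5% CO2; compound 48 h; luciferase substrate 15 min; luminescence end-point. Norm. to genistein 10 microM max activation and DMSO; concentration-response curves fitted.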
Rab9 prom act: activates the Rab9 promoter | Huh7 Rab9 promoter-luciferase reporter, luminescence, 24 h | Potency, µM (top dose mostly 9.22 µM), inactives show at the top dose activation, negative = inhibition, actives largely listed as activators | 320,000 compounds, 2.8% hits | AID 485297; further: % of control where 0% means no effect; nearly all actives have a fitted effect of over 60% in size
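Huh7 cells stably carrying Rab9 promoter–luciferase reporter, plated 1500 cells/well, compound added after 2 h and incubated 24 h at 37 °C; luciferase luminescence then read after 10 min with detection reagent.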
p53 reactivator: mutant p53 re-activation in reporter cells; Potency, µM (titrated, usually from 92.2 µM), inactives show at the highest dose activity change, positive = activation, actives largely listed as activators; 320,000 compounds, 0.063% hits; H1299 p53-A138V BP100-luciferase reporter, luminescence, 24 h; further: % of control where 0% means no effect; nearly all actives have a fitted effect of over 45% in size
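p53-null H1299 cells stably carrying temperature-sensitive p53-A138V and a BP100-luciferase reporter were pinned with compounds (4-point, 1:5 series) and held 24 hrs at 37 deg C. Luminescence was read 10 min after detection reagent.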
Gal4-VP16 FLuc: Gal4-VP16 reporter inhibition counter-screen | Drosophila S2 Gal4-VP16 UAS-luciferase, luminescence, 20 h | Potency, µM (titrated, usually from 53.6 µM), without a hit: at the top dose activity, negative = inhibition, most hits filed as inhibitors | 310,000 compounds, 3.5% hits;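 further: Gal4-VP16 expression switched on by copper sulfate through the metallothionein promoter; on the % scale 0 is the no-effect control and ±100 the full control effect; nearly all actives have a fitted effect of over 50% in size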
NPC1 prom act: activates the NPC1 promoter; Huh7 NPC1 promoter luciferase reporter, 24 h; Potency, µM (doses to about 9.22 µM), without a hit: at the highest dose activation, actives largely listed as activators; 320,000 compounds, 2.4% hits; AID 485313;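 further: % of control where 0% means no effect; nearly all actives have a fitted effect of over 60% in size; reporter is driven by a mutant NPC1 promoter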
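Luciferase expression driven by the NPC1 promoter was measured in stably transfected Huh7 cells after a 24 h compound incubation, using a luciferase reagent and a luminescence read.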
Numbers without * were called inactive; ? = inconclusive; nt = no result given; & = joins results of further samples; [ ] = another dose, or the depositor's remark. Unless noted, the call rests on the fitted dose curve; in most records, active means well fitted curve in the direction sought with a large enough effect; inconclusive means small, poorly fitted or top-dose-only effect, or another doubt; inactive means no such curve, though single readings can be large; an effect the other way counts as inactive or inconclusive. Potency means the concentration at half of the fitted maximal effect.

SMILES	CXXC DNA block	uPA generation	MBNL1-CUG inh	ELG1 genotoxic	FLuc counter	RORg inh	BRCA1 expr act	Rab9 prom act	p53 reactivator	Gal4-VP16 FLuc	NPC1 prom act
CCn1c(SCc2ccc(C)cc2)nnc1C1CCN(S(=O)(=O)c2ccc(OC)cc2)CC1	0%	1%	5%	-9%	-2%	?	-62%	-1%	-6%	-4%	0%
CC1CCCCC1N(C)C1CCN(C(=O)CNC(=O)/C=C/c2cccc(Cl)c2)CC1 (stereo not drawn)	12%	?	?	-2%	-4%	-21%	2%	22%	-10%	1%	0%
CC(C)(C)NC(=O)N1CCN(c2ncccc2C(F)(F)F)CC1	-2%	4%	2%	0%	0%	10%	8%	-1%	-3%	0%	1%
Cc1ccc(S(=O)(=O)CCC(=O)NC2CCCCC2)cc1	nt	5%	nt	-3%	7%	nt	-15%	-3%	12%	nt	1%
CC(=O)c1ccc(S(=O)(=O)Nc2ccc(C(=O)NCCCn3ccnc3)cc2)cc1	nt	7%	nt	0%	9%	nt	35%	-3%	5%	nt	0%
CCCn1c(N)c(C(=O)CSc2ncn[nH]2)c(=O)n(C)c1=O	nt	6%	nt	1%	nt	nt	-4%	9%	9%	nt	0%
Cc1cnc(NC(=O)CSc2nc3ccccc3s2)s1	-1%	3%	6%	1%	-26%	?	4%	-3%	3%	?	0%
Cc1csc2ncc(C(=O)NCCC(c3ccccc3)c3ccccc3)c(=O)n12	28%	-2%	-1%	nt	4%	25%	-24%	1%	nt	2%	-4%
Cn1c(=O)c2c(nc(CO)n2C)n(C)c1=O	0%	-3%	2%	0%	-2%	6%	0%	-1%	6%	1%	-2%
CC(=O)O[C@]1(C(C)=O)CC[C@H]2[C@@H]3C=C(Cl)C4=CC(=O)CC[C@]4(C)[C@H]3CC[C@@]21C	-6%&-1%	-13%	17%	4%	5%	-34%&11%	-9%	0%	-4%	-6%&8%	-3%
Cn1c(SCC(=O)NC2CCCCCC2)nnc1-c1ccco1	-1%	5%	-7%	1%	-1%	22%	2%	-2%	0%	-8%	0%
O=C(NNC1=NCCC1)C1CC1	-2%	6%	nt	-1%	0%	-2%	-11%	0%	1%	8%	2%
CC(C)C1=NN(C(=O)c2cccnc2)C(O)(C(F)(F)F)C1 (stereo not drawn)	-5%	10%	-1%	-2%	0%	-49%	7%	4%	-3%	?	4%
COCCNC(=O)c1cc(C)ccc1C	4%	-2%	3%	-2%	5%	5%	-14%	-1%	1%	7%	-2%
CCCCOC(=O)c1cccnc1	-1%	-1%	nt	1%	-2%	10%	29%	-1%	6%	8%	1%
CC(C(=O)N1CCCCC1)n1ncn2cccc2c1=O (stereo not drawn)	-1%	3%	?	1%	3%	38%	-10%	2%	-11%	-5%	0%
O=C1CCC/C(=N\NC(=O)COc2ccc(Cl)cc2)C1	-2%	0%	-6%	1%	0%	-11%	0%	-5%	-2%	-7%	-3%
CCOc1ccc(OCC)c(S(=O)(=O)N2CCC(C)CC2)c1	4%	nt	-7%	-7%	4%	-1%	1%	-5%	0%	8%	2%
Cc1ccccc1C(=O)N(Cc1nc2ccccc2c(=O)[nH]1)C1CCCC1	6%	8%	3%	-6%	1%	?	-17%	-5%	3%	-1%	-2%
COc1ccc(S(=O)(=O)N(CC(=O)N/N=C/c2cccs2)c2cc(C)cc(C)c2)cc1OC	14%	3%	19%	-30%[inhibitor]	-1%	-6%	-44%	-6%	-14%	?	-3%
CC(=O)c1ccc(N2C(=NC(=O)CCC3CCCC3)SC3CS(=O)(=O)CC32)cc1 (stereo not drawn)	1%	0%	-1%	-2%[9.26 µM]	-1%	6%	-15%	0%	2%	0%	-2%
O=C(Nc1ccc(NC(=O)c2cccs2)c(Cl)c1)c1cccs1	-1%	5%	3%	?	17µM*	-3%	-7%	?	26%	4%	?
COc1ccc(NC(=O)CSc2nnc(Cn3c(=O)sc4ccccc43)n2C)c(OC)c1	-7%	-2%	1%	3%	0%	20%	37%	-4%	-9%	1%	0%
CN(C)S(=O)(=O)c1cccc(C(=O)Nc2cc(Cl)ccc2O)c1	-13%	-3%	-4%	-1%	13µM*	?	49%	?	11%	-10%	?
O=C1CCCC(O)=C1Sc1ccccc1C(=O)O	-6%	7%	-2%	2%	-1%	-8%	5%	-4%[1.84 µM]	11%	-4%[10 µM]	-11%
CCC1CCCCN1CC(=O)Nc1cc(OC)c(OC)cc1C#N (stereo not drawn)	3%	5%	0%	1%	0%	-17%	0%	1%	3%	9%	-6%
S=c1nc[nH]c2c1[nH]c1ccccc12	-5%	-6%	?	10%	-12%	11µM*	-1%	-3%	2%	0%[0.365 µM]	1%
CCOC(=O)CNC(=O)C1(/C=C/c2ccccc2)CC(=O)N1c1ccc(OC)cc1 (stereo not drawn)	-3%	0%	-1%	-1%	3%	-10%	-14%	-10%[1.84 µM]	-7%	0%	-4%
Cc1cc(C)c(OCCCNC2CCCC2)c(Br)c1	21%	2%	-6%	-7%	1%	-24%	-67%	-9%	?	-11%	1%
CC1CCCN(C(=O)C2CCN(C(=O)Nc3ccccc3)CC2)C1 (stereo not drawn)	nt	-12%	nt	-2%	-1%	nt	4%	0%	18%	nt	2%

5 records drawn at random from the list so far:
SMILES	CXXC DNA block	uPA generation	MBNL1-CUG inh	ELG1 genotoxic	FLuc counter	RORg inh	BRCA1 expr act	Rab9 prom act	p53 reactivator	Gal4-VP16 FLuc	NPC1 prom act
CN(C)S(=O)(=O)c1cccc(C(=O)Nc2cc(Cl)ccc2O)c1	-13%	-3%	-4%	-1%	13µM*	?	49%	?	11%	-10%	?
COc1ccc(NC(=O)CSc2nnc(Cn3c(=O)sc4ccccc43)n2C)c(OC)c1	-7%	-2%	1%	3%	0%	20%	37%	-4%	-9%	1%	0%
Cc1cc(C)c(OCCCNC2CCCC2)c(Br)c1	21%	2%	-6%	-7%	1%	-24%	-67%	-9%	?	-11%	1%
CCOC(=O)CNC(=O)C1(/C=C/c2ccccc2)CC(=O)N1c1ccc(OC)cc1 (stereo not drawn)	-3%	0%	-1%	-1%	3%	-10%	-14%	-10%[1.84 µM]	-7%	0%	-4%
CC(=O)c1ccc(N2C(=NC(=O)CCC3CCCC3)SC3CS(=O)(=O)CC32)cc1 (stereo not drawn)	1%	0%	-1%	-2%[9.26 µM]	-1%	6%	-15%	0%	2%	0%	-2%

Of the compounds above, three have an NH in an aromatic ring.
SMILES	CXXC DNA block	uPA generation	MBNL1-CUG inh	ELG1 genotoxic	FLuc counter	RORg inh	BRCA1 expr act	Rab9 prom act	p53 reactivator	Gal4-VP16 FLuc	NPC1 prom act
CCCn1c(N)c(C(=O)CSc2ncn[nH]2)c(=O)n(C)c1=O	nt	6%	nt	1%	nt	nt	-4%	9%	9%	nt	0%
Cc1ccccc1C(=O)N(Cc1nc2ccccc2c(=O)[nH]1)C1CCCC1	6%	8%	3%	-6%	1%	?	-17%	-5%	3%	-1%	-2%
S=c1nc[nH]c2c1[nH]c1ccccc12	-5%	-6%	?	10%	-12%	11µM*	-1%	-3%	2%	0%[0.365 µM]	1%

(more compounds)
SMILES	CXXC DNA block	uPA generation	MBNL1-CUG inh	ELG1 genotoxic	FLuc counter	RORg inh	BRCA1 expr act	Rab9 prom act	p53 reactivator	Gal4-VP16 FLuc	NPC1 prom act
Cc1ccc(S(=O)(=O)N2CCC(C(=O)NCC3CC3)CC2)cc1	-1%	-4%	-11%	2%	1%	3%	-14%	-6%	2%	-7%	-6%
O=C(NCc1ccc(F)cc1)C1CC(=O)N(C2CCCC2)C1 (stereo not drawn)	nt	4%	nt	1%	-1%	nt	-8%	-9%	4%	nt	2%
CC(C)(C)CN1CCC(n2nccc2NC(=O)c2ccccc2Cl)CC1	2%	-7%	0%	0%	4%	-28%	-2%	-1%	21%	4%	0%
Cc1cc2c(C)nc3ccccc3c2o1	-3%	2%	5%	1%	-7%	0%	-3%	1%	2%	-21%	-1%
O=C(NNC(=O)C1CCN(S(=O)(=O)c2ccc(Cl)cc2)CC1)c1ccccc1	-1%	5%	-9%	0%	-1%	-16%	-21%	1%	24%	4%	3%

Not all compounds are listed, so the mix of outcomes need not match the whole.
